From PubChem BioAssay
Giardia killer: Giardia lamblia killing | Giardia lamblia trophozoite viability | activity change, % at 7.66 µM, hits read low | hit rate 0.15% among 340,000 | AID 540267; in the data active means activity change below about -80%; inconclusive means between about -30% and that limit;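 further: parasites exposed to compound for two days anaerobically before the ATP read; on the % scale 0 is the no-effect control and ±100 the full control effect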
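Giardia trophozoites, 100 cells per well, were exposed to compounds for 48 hrs at 37 deg C under anaerobic conditions; viability was then read as ATP content by bioluminescence after 15-30 min at room temperature.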
Coupling enz: inhibits coupling enzyme system, counter-screen for aldolase hits. activity change, negative = inhibition, % at 58.2 µM, hits read low. hit rate 0.67% among 290,000. AID 2472. coupling enzyme system counterscreen, AmpLite Red fluorescence; in the data active means activity change below about -30%; further: on the % scale 0 is the no-effect control and ±100 the full control effect
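Final compound at 57.5 uM, incubated 10 min at RT with coupling enzyme reagent (glyceraldehyde-3-phosphate), then 20 min with substrate and AmpLite Red detection. Fluorescence read at 525/598 nm; tests interference with the coupling assay, not aldolase inhibition.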
uPA generation: inhibitors of cell surface uPA generation; AID 540303; Potency, µM (titrated, usually from 38.3 µM), inactives show at the top dose activity change, negative = inhibition, usual class: inhibitors; hit rate 0.31% among 330,000; cell surface uPA generation assay, qHTS; active means well fitted inhibition curve with a large enough effect; inconclusive means small, poorly fitted or top-dose-only effect; inactive means no such curve, though single readings can be large or run the other way; tested in mouse RAW 264.7 cells; further: potency means the concentration at half of the fitted maximal effect; on the % scale 0 is the no-effect control and ±100 the full control effect; nearly all actives have a fitted effect of over 55% in size
Rab9 prom act: Rab9 promoter activation. hit rate 2.8% among 320,000. Potency, µM (top dose mostly 9.22 µM), for the others: at the top dose activation, negative = inhibition, hits mostly activators. Huh7 Rab9 promoter-luciferase reporter, luminescence, 24 h; further: potency means the concentration at half of the fitted maximal effect; % of control where 0% means no effect; nearly all actives have a fitted effect of over 60% in size
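Using Huh7 cells stably transfected with Rab9 promoter–luciferase, compounds were incubated 24 h at 37 °C, 5% CO2; luciferase luminescence was read 10 min after reagent addition.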
RORgamma inh: ROR gamma (mouse) transcription inhibition | Drosophila S2 Gal4-RORgamma UAS-luciferase reporter, 20 h | Potency, µM (doses to about 53.6 µM), for inactives: top-dose activity change, negative = inhibition, most hits filed as inhibitors | hit rate 5.4% among 310,000; further: potency means the concentration at half of the fitted maximal effect; on the % scale 0 is the no-effect control and ±100 the full control effect; nearly all actives have a fitted effect of over 60% in size
Target sequence (P51450 whole entry, looked up, the tested form may be a part): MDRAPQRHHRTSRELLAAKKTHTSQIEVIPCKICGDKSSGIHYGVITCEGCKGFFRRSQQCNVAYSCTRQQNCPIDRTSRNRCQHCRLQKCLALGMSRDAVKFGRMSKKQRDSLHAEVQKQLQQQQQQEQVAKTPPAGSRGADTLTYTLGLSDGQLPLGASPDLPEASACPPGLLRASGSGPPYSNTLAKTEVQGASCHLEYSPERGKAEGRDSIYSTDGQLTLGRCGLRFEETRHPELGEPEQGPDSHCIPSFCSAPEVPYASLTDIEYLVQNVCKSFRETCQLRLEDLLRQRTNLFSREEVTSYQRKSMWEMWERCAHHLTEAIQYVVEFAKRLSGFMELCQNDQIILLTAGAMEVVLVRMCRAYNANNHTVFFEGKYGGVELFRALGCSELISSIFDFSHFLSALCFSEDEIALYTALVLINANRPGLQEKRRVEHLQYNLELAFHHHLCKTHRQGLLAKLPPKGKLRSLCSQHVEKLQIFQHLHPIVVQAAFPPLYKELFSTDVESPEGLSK
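Luminescence from a UAS-regulated Photinus luciferase reporter in stably transfected Drosophila Schneider cells is measured; decreased signal marks ROR gamma inhibition. Fusion expression is induced by 700 uM copper sulfate for 20 hr.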
VP16 counter: counter-screen for ROR gamma inhibitors: Gal4-VP16 reporter; Drosophila S2 Gal4-VP16 UAS-luciferase, luminescence, 20 h; Potency, µM (series often up to 53.6 µM), without a hit: top-dose activity, negative = inhibition, most hits filed as inhibitors; hit rate 3.5% among 310,000;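 further: Gal4-VP16 expression switched on by copper sulfate through the metallothionein promoter; potency means the concentration at half of the fitted maximal effect; on the % scale 0 is the no-effect control and ±100 the full control effect; nearly all actives have a fitted effect of over 50% in size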
NPC1 promoter act: activates the NPC1 promoter | Huh7 NPC1 promoter luciferase reporter, 24 h | Potency, µM (doses to about 9.22 µM), for the others: top-dose activation, usual class: activators | hit rate 2.4% among 320,000 | AID 485313;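 further: potency means the concentration at half of the fitted maximal effect; % of control where 0% means no effect; nearly all actives have a fitted effect of over 60% in size; reporter is driven by a mutant NPC1 promoter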
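Stably transfected Huh7 (NPC1 promoter→luciferase), 1500 cells/well in Opti-MEM + 10% FBS, 2 h settle, then compound 24 h at 37 °C. Luminescence after 10 min with Amplite reagent.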
Tb PFK block: inhibitors of T. brucei phosphofructokinase; hit rate 0.17% among 330,000; Potency, µM (highest dose often 57.5 µM), for inactives: top-dose activity, negative = inhibition, usual class: inhibitors; O15648; T. brucei PFK, ADP-Glo luminescence;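 further: potency means the concentration at half of the fitted maximal effect; 0% = uninhibited 1x PFK enzyme wells and -100% = no-enzyme wells; nearly all actives have a fitted effect of over 60% in size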
Target sequence (O15648 whole entry, looked up): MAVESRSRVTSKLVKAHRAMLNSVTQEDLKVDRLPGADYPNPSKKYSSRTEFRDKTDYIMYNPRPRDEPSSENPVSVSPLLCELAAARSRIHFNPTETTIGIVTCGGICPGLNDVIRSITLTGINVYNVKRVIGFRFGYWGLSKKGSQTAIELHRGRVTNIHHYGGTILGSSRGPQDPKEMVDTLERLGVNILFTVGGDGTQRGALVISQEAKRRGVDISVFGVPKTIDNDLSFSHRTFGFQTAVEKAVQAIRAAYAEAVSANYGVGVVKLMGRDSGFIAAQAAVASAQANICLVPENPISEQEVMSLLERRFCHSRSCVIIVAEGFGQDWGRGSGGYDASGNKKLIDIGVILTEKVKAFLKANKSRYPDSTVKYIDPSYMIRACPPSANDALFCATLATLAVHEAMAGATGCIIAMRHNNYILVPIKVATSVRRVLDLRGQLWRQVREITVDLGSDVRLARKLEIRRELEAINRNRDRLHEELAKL
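Luminescent ADP detection (ADP-Glo, two-step: ATP depletion then ADP-to-ATP conversion for luciferase) reported PFK activity after 45 min room-temperature reaction of 1.25 nM enzyme with 0.5 mM F6P and 0.1 mM ATP at pH 8.0.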
FLuc modulator: firefly luciferase modulation, counter-screen for miR-21 project; P08659; purified FLuc, Km substrates, luminescence inhibition; Potency, µM (series often up to 57.5 µM), without a hit: at the top dose activity change, negative = inhibition, most hits filed as inhibitors; hit rate 6.9% among 360,000; AID 588342;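 further: potency means the concentration at half of the fitted maximal effect; plate controls were vehicle for no effect and reference inhibitor for full effect; nearly all actives have a fitted effect of over 55% in size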
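Biochemical qHTS of compounds, final roughly 60 µM downward over six points, against 10 nM purified firefly luciferase using Km concentrations of substrates (10 uM D-luciferin, 10 uM ATP) in Tris acetate pH 7.5 buffer; luminescence output.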
ELG1 genotox: inducers of genotoxicity in HEK293T ELG1-luciferase cells | hit rate 1.3% among 330,000 | HEK293T ELG1-luciferase reporter, luminescence, 16 h | Potency, µM (top dose mostly 46 µM), for inactives: at the top dose activity change, positive = activation, usual class: activators; further: potency means the concentration at half of the fitted maximal effect; % of control where 0% means no effect; nearly all actives have a fitted effect of over 60% in size
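After overnight (16 hr) compound treatment at 37 °C, ELG1-luciferase HEK293T cells were lysed with ONE-Glo; luminescence quantified 30 min later at room temperature.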
KCNH2 3.1 inh: inhibitors of human KCNH2 3.1 potassium channel isoform. hit rate 0.95% among 340,000. activity change, % (tested at about 1.8 µM). AID 720553. U2OS KCNH2 3.1, thallium flux FluxOr; hits give low values;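 active means maximum activity change below -70%; inconclusive means maximum activity change from -70% to -50%; inactive means maximum activity change above -50%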;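 further: thallium influx rate constant from kinetic fluorescence after stimulation buffer; on the % scale 0 is the no-effect control and ±100 the full control effect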
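Channel expression came from 3.1 mutant virus (1.77 x 10^8 /mL) applied to suspended U2OS cells for 4 h. Flux was tracked with FluxOr dye plus Red40 quencher, and kinetic rate constants normalized to controls.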
* hit, by the source's call; ? = inconclusive; · = no result given; [ ] = another dose, or the depositor's remark. Unless noted, the call rests on the fitted dose curve; in most records, active means well fitted curve in the direction sought with a large enough effect; inconclusive means small, poorly fitted or top-dose-only effect, or another doubt; inactive means no such curve, though single readings can be large; an effect the other way counts as inactive or inconclusive.

entry	smiles	Giardia killer	Coupling enz	uPA generation	Rab9 prom act	RORgamma inh	VP16 counter	NPC1 promoter act	Tb PFK block	FLuc modulator	ELG1 genotox	KCNH2 3.1 inh
1	O=C(CN(Cc1ccccc1Cl)C(=O)c1csnn1)NCc1ccc(F)cc1	12.1	4.1	-1.3%	2.1%	17.6%	1.7%	-6.4%	-2.7%	-0.4%	-5.2%	-3.8
2	COc1ccc(OC2C(=O)N(c3ccc(C)c(C)c3)C2c2ccc(OC)c(OC)c2)cc1 (centres undefined)	4.3	-10.6	7.1%	0.6%	-23.4%	-0.4%	-3.2%	7.7%	1.5%	-5.9%	10.3
3	CCn1c(SCc2nc(CC(=O)Nc3ccccc3OC)no2)nnc1-c1cccs1	-9.3	-1.5	1.2%	4.5%	28.9%	2.5%	-3.3%	-0.1%	4.2%	2.5%	-3.8
4	Cc1nc2cc(NS(=O)(=O)c3ccccc3)ccc2n1C	-5.4	-12.8	-3.3%	1.7%	37.8%	6.7%	-1.5%	-0.7%	3.6%	-2.4%	-6.3
5	CCNc1nc(SCCOc2ccc(Cl)cc2Cl)nc(N(C)C)n1	-13.7	-0.1	15.8%	0.1%	?	?	0.4%	-0.2%	-11.7%	-4.5%	-13.4
6	Cc1cc(C)n(CC(=O)N2CCCC(N3CCN(c4cccc(C(F)(F)F)c4)CC3)C2)n1 (centres undefined)	-14.5	·	-4.5%	-2.3%	11.1%	-4.5%	-5.1%	-7.4%	5.5%	-10.2%	13.2
7	CC(C)Cn1c(=O)c(C(=O)Nc2cnccn2)c(O)c2ccccc21	-3.9	-0.5	1.4%	-0.4%	-17.3%	-1.1%	5.6%	-2.2%	0.1%	4.1%	8.7
8	COc1ccccc1/C=C/C(=O)OCC(=O)NCc1ccco1	14.8	4.5	-2.9%	-5.3%	25.4%	0.9%	-4.6%	-6.0%	1.3%	0.2%	1.1
9	COc1ccc(C(=O)C(C)OC(=O)COc2ccccc2)cc1 (centres undefined)	-2.5	·	6.1%	·	·	·	·	0.0%	·	0.4%	-10.4
10	COc1ccc(NC2CCCN(C(=O)c3ccccc3N3CCOCC3)C2)cc1OC (centres undefined)	-19.9	-5.6	2.1%	1.0%	-10.2%	15.1%	3.4%	0.7%	3.6%	2.8%	20.3
11	CCOC(=O)c1ccc(NC(=O)C(C)N2C(=O)c3ccccc3C2=O)cc1 (centres undefined)	5.9	0.8	11.2%	-4.5%	18.8%	2.9%	0.6%	0.0%	1.9%	0.0%	-0.6
12	COc1ccc(-c2c(C(C)=O)c(C)nc3sc4c(=O)n(-c5ccc(C)cc5)nnc4c23)cc1	15.7	-1.5	-0.8%	1.5%	29.7%	0.7%	0.3%	-2.6%	-2.3%	-3.7%	6.2
13	Cc1onc(-c2ccccc2)c1C(=O)Nc1cccnc1	-5.4	5.6	5.2%	1.4%	-6.3%[10 µM]	5.4%	24.3%	-4.5%	-5.0%	2.8%	-8.3
14	CCc1ccc(CNC(=O)C2CC(=O)N(CCc3ccc(C)cc3)C2)cc1 (centres undefined)	13.6	2.8	-23.5%	-3.8%	-0.8%	2.6%	1.3%	2.6%	-1.4%	-2.3%	0.4
15	CC(Sc1ncnc2sc(-c3ccccc3)cc12)C(N)=O (centres undefined)	-28.8	·	-18.0%	-1.1%	12.6µM*	-25.4%	0.3%	-6.6%	0.9%	?	-5.2
16	O=C1CCc2cc(S(=O)(=O)NCc3ccccc3Cl)ccc2N1	-19.0	·	-6.0%	-1.1%	·	·	-0.2%	-4.9%	-0.3%	-1.9%	-11.2
17	O=C(COc1ccc2c(c1)CCC2)N1CCN(c2cccc(C(F)(F)F)c2)CC1	-13.5	-0.8	7.0%	-0.1%	-7.0%	3.8%	0.4%	0.1%	0.5%	-0.5%	-2.2
18	CCC(C)(C)n1nnnc1C(c1cc2cc3c(cc2[nH]c1=O)OCO3)N1CCCCC1 (centres undefined)	-4.9	3.4	4.8%	7.3%	2.9%	-15.5%	-2.5%	4.8%	7.3%	0.0%	-13.6
19	O=C(O)c1cnc(-c2ccccc2)nc1Sc1ccccc1	-0.4	25.5	4.0%	3.8%	3.5%	-1.1%	-1.3%	-0.1%	0.5%	-5.4%	4.5
20	CC(C)=CCC/C(C)=C/COc1c2occc2cc2ccc(=O)oc12	-17.6	-14.7	6.0%	·	?	-0.2%	·	-7.2%	·	-0.8%	-2.3
21	CN[C@H](CC(=O)O)C(=O)O	26.5	-3.7	3.2%	-2.3%[46.1 µM]	9.9%	4.9%	2.4%[46.1 µM]	·	·	·	4.6
22	O=C(NCCOc1ccccc1)C(=O)NCC1CCCO1 (centres undefined)	2.1	2.8	0.7%	13.0%	7.9%	-24.4%	7.5%	-7.0%	-4.0%	6.7%	-6.9
23	Cc1nc(NC(=O)CCCC(=O)Nc2nc(C)c(C)s2)sc1C	-6.3	-0.6	-5.3%	-1.8%	-11.8%	4.0%[0.365 µM]	-0.8%	-1.3%	0.1%	-3.9%	1.5
24	Cc1c(C(=O)N/N=C/c2ccc(N3CCOCC3)cc2)nc2ccccn12	-7.1	4.7	-0.4%	-5.1%	3.1%	9.7%	-4.5%	0.0%	-2.2%	-1.2%	-1.4
25	CCCCOc1ccc(CC(=O)NCC(=O)O)cc1	-20.8	0.0	0.4%	8.2%	-6.3%	-8.7%	6.0%	-2.7%	-7.2%	-0.8%	-1.8
26	COc1ccc(Br)cc1CN1CCCCCCC1	-11.7	0.3	-5.5%	0.5%	-23.1%	-6.1%	-2.7%	-3.0%	-2.5%	-9.5%	15.8
27	COc1ccc(OC)c(NC(=O)c2ccccc2N(C)S(=O)(=O)c2ccc(C)cc2)c1	-2.2	0.2	?	2.8%	-15.9%	-27.3%	-3.6%	2.0%	3.1%	-8.4%	-11.6
28	COC(=O)N/N=C/c1cccnc1	-5.5	3.7	1.6%	-4.9%	5.9%	3.9%	-1.3%	1.9%	-0.2%	0.5%	-27.5
29	CCCN(CC1CCCO1)C(=O)CCc1nnc(-c2cc(C)on2)o1 (centres undefined)	6.2	0.4	2.1%	2.9%	9.9%	22.1%	0.7%	0.2%	?	8.8%	2.6
30	Cc1nc2cc(-c3cccs3)nn2c(NCC(C)(C)CN(C)C)c1C	-5.6	-4.0	4.8%	-4.4%	-0.1%	-13.5%	-1.7%	-5.6%	1.7%	-5.6%	18.5
31	CCS(=O)(=O)N1CCN=C1SCc1cccc(F)c1	1.8	·	-4.8%	1.5%	-13.2%	-22.1%	2.9%	0.5%	-1.0%	5.1%	8.0
32	CCCCCc1cccnc1	-24.8	-0.5	1.9%	-0.3%	-0.9%	1.3%	4.2%	0.0%	1.2%	-0.1%	12.0
33	O=C(C1CC(=O)N(c2ccc(Cl)cc2)C1)N1CCCCCC1 (centres undefined)	0.5	1.4	-4.4%	-6.5%	-15.4%	-23.8%	8.6%	1.9%	-2.1%	-0.4%	6.7
34	COc1ccc(-n2nc(C(=O)Nc3ccc(OC)c(OC)c3)c3c4ccccc4n(C)c3c2=O)cc1	1.6	0.3	3.3%	0.4%	24.3%	-2.1%	-1.4%	-3.5%	4.0%	17.5%	-14.8
35	CC(=O)Nc1ccc(S(=O)(=O)NCC2CCC(C(=O)N3CC(C)CC(C)C3)CC2)cc1 (centres undefined)	15.0	4.2	0.1%	-0.7%	-31.8%	5.9%	-5.9%	-0.5%	2.1%	-9.8%	8.4
36	CCCn1c(NC(=O)C23CC4CC(CC(O)(C4)C2)C3)nc2ccccc21	4.9	0.5	-6.1%	11.1%	0.708µM*	5.62µM*	-4.7%	-2.2%	5.8%	-3.3%	8.7
37	CCC(C)(C)n1nnnc1CN(Cc1ccco1)Cc1cc2cc3c(cc2[nH]c1=O)OCO3	-21.7	-4.4	0.6%	-1.4%	32.4%	-8.4%	2.0%	3.1%	0.8%	-5.1%	6.2
38	Cc1ccc(S(=O)(=O)NCC(=O)NCC2CCCCC2)cc1C	-2.5	-1.5	1.9%	0.0%	-10.9%	14.2%	4.8%	1.5%	3.6%	-2.3%	4.7
39	Cn1c(=N)n(CC(=O)O)c2ccccc21	-22.5	-3.4	-3.9%	-2.3%	1.5%	-7.8%	-3.4%	2.5%	0.2%	-0.3%	1.7
40	Cc1nn(C)cc1/C=N/NC(=O)CSc1ccccn1	-10.2	-4.1	4.5%	3.1%	-0.7%	-8.9%	-3.8%	2.0%	2.3%	-18.8%	-1.3
41	O=C1CC(c2ccc(F)cc2)Cc2nc(NCc3ccco3)ncc21 (centres undefined)	-9.4	-0.9	4.0%	-0.1%	1.4%	0.2%	16.4%	-11.5%	1.9%	9.2%	-16.0
42	O=C(CCN1C(=O)c2ccccc2C1=O)N1CCCCCC1	?	-0.7	2.7%	-1.4%	23.5%	18.5%	0.6%	-1.5%	-18.8%	4.0%	-8.9
